HSF1 inhib: HSF1 inhibition | NIH3T3-HGL HSE-luciferase, MG132-induced, luminescence 8 h; active compounds read low | activity change, negative = inhibition, % at 7.5 µM (by protocol) | 300,000 tested, 0.77% active | AID 2098;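 active means more than half of replicate wells show activity change below -50%, luminescence cut by over half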;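 further: luciferase reports HSF-1 transcriptional activity via heat shock element; 0% = median of DMSO wells and -100% = zero luminescence signal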
aSyn UTR inh: 5' untranslated region of α-synuclein, MLPCN primary screen. 300,000 tested, 0.82% active. alpha-synuclein 5'UTR reporter, inhibitor activity. inhibition, % (tested at 7.5 µM); in the data active means inhibition above about 60%;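 further: H4 neuroglioblastoma cells stably carrying SNCA 5'UTR luciferase fusion; 0% = DMSO wells and 100% = positive control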
IEC-6 tox: kills IEC-6 intestinal cells in KLF5 counter-screen; IEC-6 cytotoxicity, luminescence viability; inhibition, % at 5 µM; 290,000 tested, 0.78% active; AID 1825; in the data active means inhibition above about 22%;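 further: 0% = plate median of test compound wells and 100% = cytotoxic reference compound wells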
HSP90 refold inh: HSP90 refolding inhibition in rabbit reticulocyte lysate; 290,000 tested, 0.91% active; inhibition, % at 5.6 µM; luciferase refolding luminescence, 3 h;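 active means inhibition above the screen-wide mean plus 3 SD, computed separately per campaign, cut at about 16% in these data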;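 further: 0% = DMSO wells and 100% = 60 µM geldanamycin wells; inhibitors lower the luminescence because luciferase stays unfolded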
HDAC3 inh: human HDAC3 inhibition | AID 2718 | O15379 | 320,000 tested, 0.15% active | recombinant HDAC3, fluorogenic peptide/trypsin coupled, fluorescence | inhibition, % at 8.3 µM; in the data active means inhibition above about 26%, passing the limit was not always enough
Target sequence (O15379 whole entry, looked up): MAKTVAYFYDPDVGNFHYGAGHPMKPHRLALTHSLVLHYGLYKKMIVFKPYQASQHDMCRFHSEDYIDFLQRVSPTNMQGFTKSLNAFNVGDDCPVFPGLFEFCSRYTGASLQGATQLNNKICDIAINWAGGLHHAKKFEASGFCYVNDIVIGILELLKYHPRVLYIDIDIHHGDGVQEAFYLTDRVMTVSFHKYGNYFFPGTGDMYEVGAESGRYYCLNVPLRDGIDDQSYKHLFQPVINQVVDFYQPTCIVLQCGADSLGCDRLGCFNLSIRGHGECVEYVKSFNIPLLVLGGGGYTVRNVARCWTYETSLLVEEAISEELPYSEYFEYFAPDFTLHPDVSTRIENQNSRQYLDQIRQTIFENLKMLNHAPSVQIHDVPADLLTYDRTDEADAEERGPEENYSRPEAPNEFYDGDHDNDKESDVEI
KLF5 inh: kruppel-like factor 5 inhibition; DLD-1 KLF5 promoter-luciferase reporter, luminescence; inhibition, % at 5 µM; 290,000 tested, 0.23% active; AID 1700;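 active means inhibition above a per-plate limit of that plate's mean compound inhibition plus 3 SD, cut at about 60% in these data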;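 further: 0% = DMSO wells and 100% = LY294002 at 200 µM; higher means less KLF5 promoter-driven luciferase light; inactives centre near -14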
HSF-1 act: increases HSF-1 driven luciferase reporter signal. activation, % at 9 µM. NIH3T3-HGL HSF-1 luciferase reporter, MG132, 8 h; 100% = twice DMSO control signal. 300,000 tested, 1.7% active;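 active means mean replicate activation of at least 50% with a set share of replicates each reaching 50%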;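 further: 0% = median of the neutral control wells and 100% = twice that signal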
HIF activator: HIF pathway transcriptional activation; 300,000 tested, 0.32% active; activation, % at 7.5 µM (by protocol); U2OS HRE-luciferase reporter, luminescence; normalized: DMSO 0%, desferrioxamine 100%; AID 1910;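 active means mean activation of at least 10% of the iron chelator positive control signal, with at least half of replicates also reaching 10%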
AI-2 QS mod: Vibrio harveyi AI-2 quorum sensing modulation; Vibrio harveyi JMH597 AI-2 luminescence/OD600 ratio, 9 h; active compounds read low; strain lacks LuxN and CqsS sensors; 0 = neutral-control median; activity change, % at 7.5 µM; 300,000 tested, 0.4% active; AID 2094; in the data active means activity change below about -75%, passing the limit was not always enough;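 further: luminescence divided by OD600 gain over 9 h not by final OD600 alone; inactives centre near 13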
Platelet DG rel: platelet dense granule release activity | human platelet-rich plasma, SFLLRN dense granule ATP release, luminescence | inhibition, %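 (compounds screened at 7.5 µM in platelet-rich plasma)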 | 300,000 tested, 0.22% active | AID 1663;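 active means mean replicate score, as percent of positive control, at or above 50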
The depositor's hits bear a star; . = no result given; & = joins results of further samples.

SMILES	HSF1 inhib	aSyn UTR inh	IEC-6 tox	HSP90 refold inh	HDAC3 inh	KLF5 inh	HSF-1 act	HIF activator	AI-2 QS mod	Platelet DG rel
CCc1[nH]nc2c1C1(CCOC1C)C(C#N)=C(N)O2 (stereo unspecified)	5	3	0	0	-1	-6	7	0.0	16	3
O=C(Nc1cccc(-c2cn3cccnc3n2)c1)c1ccco1	-1	-31	-1	3	-131	-14	10	0.1	18	5
CCCCC(CCC(=O)O)(C(=O)OCC)c1csc(Nc2ccc(OCC)cc2)n1 (stereo unspecified)	-15	6	3	2	8	37	-26	-0.2	8	8
Cc1ccc(Cl)c(N/C=C/C(=O)c2ccccc2)c1	24	-144	0	1	-1	-89	47	3.3	19	5
COc1ccc(CNC(=O)N2CCN(S(=O)(=O)c3ccccc3F)CC2)cc1	-17	3	-7	-5	-2	0	-27	-0.3	9	7
O=C(Nc1ccc(Br)cc1)Nc1ccccc1Cl	25	-129	4	-1	.	-126	58*	3.3	17	2
Brc1ccc(OCCCOc2cccc3cccnc23)cc1	14	-30	-2	1	6	-46	56*	-0.1	18	-6
COc1ccc(CCNC(=O)CCS(=O)(=O)c2ccc3c(c2)NC(=O)CO3)cc1OC	-7	3	-2	-3	2	-24	2	-0.1	21	1
CCC(Sc1nc(C)cc(C)n1)C(=O)Nc1nccs1 (stereo unspecified)	0	29	-1	-6	2	-18	1	-0.4	22	-1
O=C(NCc1ccco1)c1cccc(NS(=O)(=O)c2ccccc2F)c1	-5	24	-10	-6	-3	-28	-3	-0.6	24	-15
CN(Cc1ccc(F)cc1)C(=O)c1ccc2c(c1)NC(=O)CS2	0	-27	-6	-4	-2	-21	-4	-0.8	48	-4
CCOC(=O)c1ccc(NC(=O)C(=O)NCc2ccc(/C=C(/C#N)C(=O)NCCOC)o2)cc1	-4	-18	-9	-2	4	7	-1	0.2	5	7
CN(Cc1cccs1)C(=O)CCc1c[nH]c2ccccc12	2	-30	-1	-4	.	-48	31	-0.2	8	0
CC1(C)CC(=O)C2=C(C1)Nc1ccccc1NC2c1cccnc1 (stereo unspecified)	-9	7	.	.	-6	.	-25	-0.8	18	1
O=S(=O)(NCCc1ccncc1)c1cc(Br)ccc1F	-4	-11	2	0	2	-18	8	-7.2	33	1
c1ccc(-c2n[nH]c(-c3ccccc3)c2-c2nc3ccccc3[nH]2)cc1	3	5	-6	-5	-1	1	-2	0.3	4	2
Cc1ccc(C)c(N(C(=O)c2csnn2)C(C(=O)NC2CCCCC2)c2cccnc2)c1 (stereo unspecified)	-18	-8	-6	6	-5	-40	-3	-0.2	16	-13
CCSc1nc2ccccc2c(=O)n1CCc1ccc(OC)c(OC)c1	-11	17	2	-1	-3	-22	1	0.2	16	3
Cc1nc(-c2nnc(SCC(=O)Nc3ccc(C(F)(F)F)cc3)n2C)cs1	2	21	2	0	-5	-18	13	-2.2	10	-16
CCOC(=O)c1c(C)[nH]c(C)c1C(=O)COC(=O)c1ccc(Cl)c(S(N)(=O)=O)c1	-2	-1	1	2	4	-31	-12	0.5	3	0
Cc1cc(=O)[nH]c(SCc2nc3ncccn3c2Br)n1	3	12	3	0	5	-13	4	-0.2	19	2
Cc1cc(-n2nc(C)cc2C)nc(N)n1	12	0	3	2	-13	-8	8	-0.8	18	-3
Cc1ccc(SCC(=O)n2nc(C)cc2C)cc1	-1	1	-8	-3	15	-14	14	0.0	16	0
Fc1ccc(Nc2nc(N/N=C/c3ccco3)nc(N3CCCCC3)n2)cc1	5	-11	-7	-6	15	-19	28	-1.0	19	0

Compounds from the list above with an aryl thioether with sulfur outside any ring, in the order listed:
SMILES	HSF1 inhib	aSyn UTR inh	IEC-6 tox	HSP90 refold inh	HDAC3 inh	KLF5 inh	HSF-1 act	HIF activator	AI-2 QS mod	Platelet DG rel
CCC(Sc1nc(C)cc(C)n1)C(=O)Nc1nccs1 (stereo unspecified)	0	29	-1	-6	2	-18	1	-0.4	22	-1
CCSc1nc2ccccc2c(=O)n1CCc1ccc(OC)c(OC)c1	-11	17	2	-1	-3	-22	1	0.2	16	3
Cc1nc(-c2nnc(SCC(=O)Nc3ccc(C(F)(F)F)cc3)n2C)cs1	2	21	2	0	-5	-18	13	-2.2	10	-16
Cc1cc(=O)[nH]c(SCc2nc3ncccn3c2Br)n1	3	12	3	0	5	-13	4	-0.2	19	2
Cc1ccc(SCC(=O)n2nc(C)cc2C)cc1	-1	1	-8	-3	15	-14	14	0.0	16	0

Continuation:
SMILES	HSF1 inhib	aSyn UTR inh	IEC-6 tox	HSP90 refold inh	HDAC3 inh	KLF5 inh	HSF-1 act	HIF activator	AI-2 QS mod	Platelet DG rel
Cc1cc(C)c(C)c(OCC(=O)O/N=C(\N)c2ccccn2)c1	4	-110	0	-1	1	-14	16	0.6	-2	-12
CC1CCN(C(=O)CSc2nc(C3CC3)nc3ccccc23)CC1	25	9	9	2	-2	1	30	0.0	-24	4
NC(=O)c1nsc(C(=O)N(Cc2ccco2)C(C(=O)NCc2ccc(F)cc2)c2ccc(O)cc2)c1N (stereo unspecified)	5	5	-1	1	2	0	17	-0.1	8	-2
CC(C)C(=O)Nc1c(-c2ccc(Cl)cc2)c(=O)c2ccccc2n1C	1	-20	0	-3	-4	-40	-5	0.1	21	1
COC(=O)c1sccc1NC(=O)CC1C(=O)NCCN1C(=O)Nc1ccccc1 (stereo unspecified)	-6	-14	0	11	3	13	0	-0.6	-15	-7
CN(Cc1ccccc1)CC(O)COc1ccc(CNCc2nccn2C)cc1 (stereo unspecified)	8	-9	8	1	4	-26	7	-0.1	2	7
Fc1cccc(Nc2ncnc3[nH]ncc23)c1	-4	3	-8	0	1	20	5	0.6	-3	0
CC(=O)OC1CCC(OC(C)=O)c2c1n([O-])c(C)c(C)[n+]2=O (stereo unspecified)	.	5	4	6	2	-12	.	0.0	0	6
CCCCCn1c(=N)n(CC(O)COc2ccccc2OC)c2ccccc21 (stereo unspecified)	-4&4	8&-6	8	4	5&-7	11	5&4	-0.4&-0.2	31&-1	20&26
COc1ccc(S(=O)(=O)N2CCCCCC2)cc1C(=O)OC(C)C(N)=O (stereo unspecified)	-9	22	11	1	-2	-26	-4	-0.2	-10	-2
CC(C)(C)n1nnnc1C(c1cccnc1)N1CCN(c2ccccn2)CC1 (stereo unspecified)	-13	3	-2	-4	-12	-30	-11	-1.4	15	-1
CCn1c(=O)c2ccccc2n2c(SCC(=O)N3CCc4ccccc4C3)nnc12	3	-26	-3	-2	-5	-1	13	.	5	-8
O=[N+]([O-])c1cc(S(=O)(=O)NCCN2CCOCC2)ccc1Cl	-7	-26	6	0	-2	2	-1	0.2	13	2
O=C(NCc1ccc(Cl)cc1)c1nccnc1CO	-6	7	-8	8	-2	-20	5	1.8	-6	-8
CC(=O)c1ccc(NC(=O)CCCN2C(=O)/C(=C/C(C)=C/c3ccccc3)SC2=S)cc1	37	-31	-7	-3	2	9	70*	0.3	20	6
O=S(=O)(Nc1nnc(C2CC2)s1)c1ccccc1	-2	9	-2	-6	5	-54	-10	-0.6	2	0
O=C(O)c1ccc(-c2nc3ccccc3[nH]2)cc1	5	13	-4	-8	-157	-20	37	-0.1	1	16
Cc1ccc(C)c(S(=O)(=O)N2CCCC2CNC(=O)C(=O)NCc2ccccn2)c1 (stereo unspecified)	-2	3	.	.	-3	.	10	-31	14	-6
Cc1ccc(-c2c(C(=O)N/N=C/c3cccc(Cl)c3)nnn2-c2nonc2N)cc1	18	14	3	-1	2	-13	36	0.3	19	18
COc1ccc(NC(=O)CN(C)S(=O)(=O)c2ccc(C)cc2)c([N+](=O)[O-])c1	-5	16	-6	-2	-1	-39	-1	-0.4	28	-5
O=S(=O)(NCCCN1CCN(c2ccccc2F)CC1)c1cccc2cccnc12	-9	-19	-5	3	-2	3	-3	.	39	3
CCc1nc2nc(C)c(NS(=O)(=O)c3ccc(Cl)cc3)c(=O)n2[nH]1	5	8	2	-3	13	-39	6	-0.5	3	-1
CC1CC(N(C(=O)C2CC2)c2ccccc2)c2ccccc2N1C(=O)C1CC1 (stereo unspecified)	8	8	0	2	-2	0	44	-0.1	-2	3
COc1ccc(-n2c(=S)[nH]c3cc(C(=O)Nc4ccc(F)cc4)ccc3c2=O)c(OC)c1	68	-142	32*	0	5	50	87*	-0.2	22	7
Cc1cccc2cc3c(N)c(C(=O)N4CCc5ccccc54)sc3nc12	10	-57	4	4	-4	25	35	0.1	15	-7
COc1ccccc1CNC(=O)[C@@H](NC(=O)C1CCN(C(=O)[C@@H]2CCCN2C(=O)OC(C)(C)C)CC1)C(C)C	3	12	-3	-1	3	-17	12	0.0	34	-1
Cc1ccc(NC(=O)C(C)OC(=O)CCNS(=O)(=O)c2ccc(C)cc2)cc1 (stereo unspecified)	4	16	-6	-2	0	-8	14	0.4	30	-9
CCOC(=O)C1=C(COC(=O)/C=C/c2cccc([N+](=O)[O-])c2)NC(=O)NC1C (stereo unspecified)	0	-18	.	.	2	.	9	0.5	-26	0
Cc1cc(NC(=O)CSc2nnc(-c3ccncc3)n2-c2ccc(F)cc2)no1	-8	22	5	0	0	4	-13	-0.6	32	4
Cc1ccc(NC(=O)CN(C)C(=O)Cn2cc(C(F)(F)F)cc(Cl)c2=O)cc1	0	-3	-1	1	-1	4	0	-0.5	13	6
CC/C(=N/O)C(=O)c1ccc(Br)cc1	-2	-13	-1	4	-3	-18	1	0.1	7	0
Cc1cc(C(F)(F)F)nc(-n2cc(-c3cccc(N)c3)nn2)n1	-3	25	-3	-1	2	-11	-5	0.2	24	-14
Cc1ccc(C(=O)NCCNC(=O)c2ccco2)cn1	-2	-2	0	-1	-13	-19	-11	-0.6	9	.
COc1ccc(S(=O)(=O)N(C)C)cc1NC(=O)CSc1ncccn1	1	-5	6	1	15	-18	1	-0.6	21	1
O=C(O)Cc1sc(Nc2ccc(Cl)cc2)nc1-c1cccs1	27	-188	7	8	.	-27	38	2.2	15	4
NC(=O)C1CCN(c2nc3c(S(=O)(=O)c4ccccc4)nnn3c3ccccc23)CC1	2	-3	1	4	10	-14	5	-0.1	23	1
COC(=O)CN1C(=O)[C@H]2[C@@H](C3CC3)N3C(=O)CN(Cc4ccc(-c5ccccc5)cc4)C(=O)[C@@]3(Cc3ccccc3)[C@H]2C1=O	7	9	3	-1	-1	-14	1	0.0	15	-5
COC(=O)CN(c1nc(C)c(Cl)c(OC)n1)S(=O)(=O)c1ccc(C)cc1	3	17	0	0	6	9	4	-48	-30	-9
CC(Oc1ccc(Br)cc1)C(=O)O/N=C(\N)c1ccncc1 (stereo unspecified)	17	-8	-6	1	-6	-10	26	0.5	18	-4
CC(C)CN(CC(C)C)C1=N/C(=C\c2ccco2)C(=O)N1c1ccccc1	-3	-7	-13	-1	11	-14	3	-0.1	8	1
COCCSc1nnc(NS(=O)(=O)c2ccccc2)s1	-7	22	-1	0	3	5	-7	-0.2	44	7
CC1=C(C)CC(C(=O)NNC(=O)c2cccc(Cl)c2)C(C(=O)O)C1 (stereo unspecified)	-1	-17	6	-3	-7	-31	11	-0.1	12	-9
COc1ccc(NC(=O)COc2ccc(C)c(C)c2)cc1S(=O)(=O)N1CCCCC1	15	-12	.	.	-2	.	15	-21	14	-5
O=S1(=O)CCO[C@H]2Cc3ccccc3[C@H]2N1Cc1cccc(F)c1	-2	-20	-1	-2	4	-4	-6	0.1	15	-1
O=C(COC(=O)c1cccc(F)c1)NC1CC1	6	15	2	0	1	19	23	0.1	19	-4
COc1ccc(C2CC(C)(c3ccc(OC)cc3OC)Nc3ccccc3N2)c(OC)c1 (stereo unspecified)	-5	-10	12	-1	3	-34	13	0.6	9	-8

Screening results (PubChem)
